HePTP inh: inhibitors of human HePTP phosphatase. recombinant HePTP phosphatase activity, OD absorbance. 110,000 compounds, 0.64% hits. P35236. inhibition, % at 20 µM; in the data active = inhibition above about 50%;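 note: plate controls were vehicle for no effect and reference inhibitor for full effect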
Target sequence (P35236 whole entry, looked up): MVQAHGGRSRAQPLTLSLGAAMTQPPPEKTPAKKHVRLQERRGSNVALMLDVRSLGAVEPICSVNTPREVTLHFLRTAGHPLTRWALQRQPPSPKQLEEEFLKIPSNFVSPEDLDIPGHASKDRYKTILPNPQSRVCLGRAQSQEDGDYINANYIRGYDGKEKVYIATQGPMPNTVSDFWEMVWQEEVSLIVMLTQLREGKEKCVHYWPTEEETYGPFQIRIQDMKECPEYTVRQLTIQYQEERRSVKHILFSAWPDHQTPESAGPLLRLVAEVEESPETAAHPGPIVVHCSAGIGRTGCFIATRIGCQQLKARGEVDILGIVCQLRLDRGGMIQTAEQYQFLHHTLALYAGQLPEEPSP
BAP1 block: inhibitors of human BAP1 deubiquitinase; Q92560; recombinant BAP1, Ub-AMC hydrolysis fluorescence kinetic; active compounds read low; activity remaining (% of control), % at 20 µM; 72,000 compounds, 0.48% hits; AID 436;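 active = activity remaining at or below 50% of control, provided the compound also passes the data quality filters; inactive = the rest, including low values that fail the filters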;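 note: 100% = DMSO wells rate and 0% = substrate alone blank rate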
Target sequence (Q92560 whole entry, looked up): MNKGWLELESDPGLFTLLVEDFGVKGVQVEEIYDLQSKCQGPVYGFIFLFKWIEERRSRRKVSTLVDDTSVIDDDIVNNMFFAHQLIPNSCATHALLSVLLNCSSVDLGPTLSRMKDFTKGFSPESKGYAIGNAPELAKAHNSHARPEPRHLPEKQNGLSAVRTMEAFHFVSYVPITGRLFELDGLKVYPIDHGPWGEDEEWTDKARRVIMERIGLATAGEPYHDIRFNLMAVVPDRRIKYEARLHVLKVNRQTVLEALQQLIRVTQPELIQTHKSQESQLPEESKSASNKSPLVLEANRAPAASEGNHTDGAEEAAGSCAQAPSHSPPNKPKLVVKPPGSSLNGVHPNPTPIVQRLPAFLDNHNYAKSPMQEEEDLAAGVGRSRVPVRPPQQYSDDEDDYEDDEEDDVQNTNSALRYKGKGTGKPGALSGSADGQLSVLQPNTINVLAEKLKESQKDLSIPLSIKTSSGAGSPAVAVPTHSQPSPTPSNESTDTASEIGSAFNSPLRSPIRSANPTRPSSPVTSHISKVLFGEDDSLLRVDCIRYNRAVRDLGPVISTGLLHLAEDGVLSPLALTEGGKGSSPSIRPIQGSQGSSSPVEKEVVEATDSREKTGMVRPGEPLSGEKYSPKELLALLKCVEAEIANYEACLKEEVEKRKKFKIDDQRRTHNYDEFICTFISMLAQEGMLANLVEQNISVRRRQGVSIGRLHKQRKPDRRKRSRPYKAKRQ
The depositor's hits bear a star; & = joins results of further samples. The list is partial; the hit share may differ from the screen's.

Results for CC(C)NS(=O)(=O)c1ccc(OCC(=O)N2CCN(C)CC2)cc1 ?
HePTP inh: 5; BAP1 block: 97

Results for CN1CCC(n2nccc2N)CC1 ?
HePTP inh: 9; BAP1 block: 121

What do the screens show for `COc1cccc(/C=C2/C(=O)NC(=O)N(c3cccc(C)c3)C2=O)c1O`?
HePTP inh: 5

How did COCCOC(=O)C1=C(N)Oc2c(c(=O)oc3ccccc23)C1c1ccncc1 (stereo unspecified) do in these assays?
HePTP inh: 2; BAP1 block: 102

How did O=C1Nc2ccccc2C1=Cc1nc2ccccc2c(=O)n1-c1ccc(O)cc1 do in these assays?
HePTP inh: -11

What do the screens show for `CCN(CC)CCNC(=O)CN1CCCC1=O`?
HePTP inh: 0

What do the screens show for `O=C1CC[C@@]2(O)C3Cc4ccc(O)c5c4C2(CCN3CC2CC2)[C@H]1O5` (stereo partly specified)?
BAP1 block: 98

How did Cc1ccc2c(c1)C(c1ccccc1)NCC(=O)N2 (stereo unspecified) do in these assays?
HePTP inh: -16; BAP1 block: 95

How did O=[N+]([O-])N=C1NCN(c2cccc([N+](=O)[O-])c2)CN1 do in these assays?
HePTP inh: 4

What do the screens show for `CCCCOc1ccc(CC2C(=O)N(C)C(=O)N(C)C2=O)cc1`?
HePTP inh: 10; BAP1 block: 87&154

How did CN1CCN(c2ccc(C(N)=O)cc2N)CC1 do in these assays?
HePTP inh: -17; BAP1 block: 72

How did CCOC(=O)N(c1ccccc1)P1(=S)OCCO1 do in these assays?
HePTP inh: -9; BAP1 block: 97

Results for CCOC(=O)C1SC2(C(F)(F)F)CC1(O)c1c(C)cc(C)nc1O2 (stereo unspecified) ?
BAP1 block: 131

Results for Cc1ccc2c(c1)CC1(CN2C)C(=O)NC(=O)N(c2cc(C)ccc2C)C1=O (stereo unspecified) ?
HePTP inh: -8; BAP1 block: 107

What do the screens show for `CC(C)c1ccc(O)c(CN2CCN(c3ccccc3)CC2)c1`?
HePTP inh: -2; BAP1 block: 96

How did COc1ccc(-c2nc3ccccc3c(=O)n2-c2cccc(C)n2)cc1 do in these assays?
HePTP inh: 8

How did OCC1(CO)COC(c2cccnc2)N1 (stereo unspecified) do in these assays?
HePTP inh: 2; BAP1 block: 101

Results for CC1N(O)C2CCCCCC2N1O (stereo unspecified) ?
HePTP inh: 3; BAP1 block: 101

How did CCCN1CCC[C@@H]2Cc3[nH]ncc3C[C@H]21 do in these assays?
BAP1 block: 96&97

Results for Cc1ccc2cccc(OC(=O)N3CCCC3)c2n1 ?
HePTP inh: 2; BAP1 block: 80

Results for O=C1NC(=O)C(=Cc2ccccc2OCCOc2ccc([N+](=O)[O-])cc2)C(=O)N1 ?
HePTP inh: 7

What do the screens show for `CC12CCCCC1=NC(c1ccccc1Cl)N2O` (stereo unspecified)?
HePTP inh: 5

How did CC(=NCCC1=CCCCC1)c1c(O)[nH]c(=O)[nH]c1=O do in these assays?
HePTP inh: -4; BAP1 block: 107

How did CCC(C)N1C(=O)NC(=O)C2(Cc3cc(C)ccc3N(C)C2)C1=O (stereo unspecified) do in these assays?
HePTP inh: 10; BAP1 block: 95

What do the screens show for `COc1ccc(C=C2C(=O)NC(=S)NC2=O)c(OC)c1`?
HePTP inh: -4

How did COC(=O)C1C2C(=O)N(c3ccc([N+](=O)[O-])cc3)C(=O)C12c1ccc(Cl)cc1 (stereo unspecified) do in these assays?
HePTP inh: -1

Results for N/C(=N\[N+](=O)[O-])N1CCN(C(=O)c2ccco2)CC1 ?
HePTP inh: -14

Results for CCN(CC)c1ccc(CC2C(=O)N(C)C(=O)N(C)C2=O)cc1 ?
HePTP inh: -1&4; BAP1 block: 68

Results for NCCc1ccc(S(=O)(=O)F)cc1 ?
BAP1 block: 93

Results for Cc1ccc2nc(-c3ccncc3)cc(C(=O)N3CCC4(CC3)OCCO4)c2c1 ?
HePTP inh: 4; BAP1 block: 90

Results for C[C@H](N)CN1CCc2ccc(Br)cc21 ?
BAP1 block: 97

Results for CN1C(=O)NC(=O)/C(=C/c2ccc(-c3ccc(C(=O)O)cc3)o2)C1=O ?
HePTP inh: 20

How did CCOC(=O)c1c(N)n(CCCOC(=O)c2ccco2)c2nc3ccccc3nc12 do in these assays?
HePTP inh: -4; BAP1 block: 524

How did Cc1nn(CCC#N)c2c1P(=S)(N1CCCC1)OC(c1ccc(F)cc1)=N2 (stereo unspecified) do in these assays?
HePTP inh: 4; BAP1 block: 100

How did CC(C)C1C(=O)NC(=S)N(c2ccccc2)C1=O (stereo unspecified) do in these assays?
HePTP inh: -3

Results for CC(C)(C)NCC(O)c1ccccc1Cl (stereo unspecified) ?
BAP1 block: 88

13 compounds already listed, sorted by formula weight, ascending:
Results for NCCc1ccc(S(=O)(=O)F)cc1 ?
BAP1 block: 93

How did CC(C)C1C(=O)NC(=S)N(c2ccccc2)C1=O (stereo unspecified) do in these assays?
HePTP inh: -3

What do the screens show for `CC12CCCCC1=NC(c1ccccc1Cl)N2O` (stereo unspecified)?
HePTP inh: 5

Results for N/C(=N\[N+](=O)[O-])N1CCN(C(=O)c2ccco2)CC1 ?
HePTP inh: -14

How did CC(=NCCC1=CCCCC1)c1c(O)[nH]c(=O)[nH]c1=O do in these assays?
HePTP inh: -4; BAP1 block: 107

What do the screens show for `COc1ccc(C=C2C(=O)NC(=S)NC2=O)c(OC)c1`?
HePTP inh: -4

Results for CCN(CC)c1ccc(CC2C(=O)N(C)C(=O)N(C)C2=O)cc1 ?
HePTP inh: -1&4; BAP1 block: 68

How did CCC(C)N1C(=O)NC(=O)C2(Cc3cc(C)ccc3N(C)C2)C1=O (stereo unspecified) do in these assays?
HePTP inh: 10; BAP1 block: 95

Results for CN1C(=O)NC(=O)/C(=C/c2ccc(-c3ccc(C(=O)O)cc3)o2)C1=O ?
HePTP inh: 20

Results for Cc1ccc2nc(-c3ccncc3)cc(C(=O)N3CCC4(CC3)OCCO4)c2c1 ?
HePTP inh: 4; BAP1 block: 90

Results for O=C1NC(=O)C(=Cc2ccccc2OCCOc2ccc([N+](=O)[O-])cc2)C(=O)N1 ?
HePTP inh: 7

How did COC(=O)C1C2C(=O)N(c3ccc([N+](=O)[O-])cc3)C(=O)C12c1ccc(Cl)cc1 (stereo unspecified) do in these assays?
HePTP inh: -1

How did CCOC(=O)c1c(N)n(CCCOC(=O)c2ccco2)c2nc3ccccc3nc12 do in these assays?
HePTP inh: -4; BAP1 block: 524

(further entries)
Results for Cc1nn(-c2ccccc2)c(Cl)c1C1C(C#N)=C(N)Oc2c1c(=O)oc1ccccc21 (stereo unspecified) ?
HePTP inh: -8; BAP1 block: 67

What do the screens show for `CCOC(=O)C(O)(c1ccc(NC(=O)c2ccco2)c(OC)c1)C(F)(F)F` (stereo unspecified)?
HePTP inh: 4; BAP1 block: 104

What do the screens show for `CCC1CN(C)CCC1(O)c1ccccc1` (stereo unspecified)?
HePTP inh: 5

What do the screens show for `COc1cc(C=C2C(=O)NC(=S)NC2=O)ccc1OCc1c(C)no[n+]1[O-]`?
HePTP inh: 6

How did CCCN1CCC[C@@H](c2cccc(C#N)c2)C1 do in these assays?
BAP1 block: 94

What do the screens show for `Cc1ccccc1OP1(=O)OC(=O)c2cc(Cl)ccc2O1` (stereo unspecified)?
HePTP inh: -26

What do the screens show for `Cc1cc([N+](=O)[O-])nn1CC(=O)Nc1ccc(Cl)cc1C(=O)c1ccccc1`?
HePTP inh: -8

How did CCCCn1c(=O)c(C(=O)Nc2ccc(OC)cc2)c(O)c2ccccc21 do in these assays?
HePTP inh: -6

How did CCCCCP(=O)(O)c1ccccc1 do in these assays?
HePTP inh: -1&-13; BAP1 block: 90

Results for COc1ccc(C=C(C#N)C#N)c(OC)c1 ?
HePTP inh: 4

Results for O=c1c2ccccc2nc(-c2ccc(Cl)cc2Cl)n1-c1nccs1 ?
HePTP inh: 1

How did O=c1c2ccccc2nc(/C=C\c2ccc(O)cc2)n1-c1ccc(O)cc1 do in these assays?
HePTP inh: 7

What do the screens show for `Cc1ccc(S(=O)(=O)NC(CC(=O)N2CCC3(CC2)OCCO3)c2ccco2)cc1` (stereo unspecified)?
HePTP inh: 12; BAP1 block: 103

What do the screens show for `O=C(NCc1cccnc1)NC1CCCCC1`?
HePTP inh: 4; BAP1 block: 99

Results for COc1ccc(C2c3c(c4ccccc4oc3=O)Oc3c2c(=O)oc2ccccc32)cc1Cn1nc(C)c([N+](=O)[O-])c1C ?
HePTP inh: 0

What do the screens show for `O=C1NC(=O)C(=Cc2ccc(OCc3cccc(C(=O)O)c3)cc2)C(=O)N1`?
HePTP inh: 3

Results for CCOC(=O)C1=C(C)OC(N)=C(C(=O)OCC)C12C(=O)Nc1ccc(Br)cc12 (stereo unspecified) ?
HePTP inh: 3; BAP1 block: 96

Results for Cc1ccccc1N1C(=O)CC(=O)NC1=O ?
HePTP inh: 8; BAP1 block: 110

What do the screens show for `CCCNC(=O)c1c(N)n(Cc2ccc3c(c2)OCO3)c2nc3ccccc3nc12`?
HePTP inh: 18

What do the screens show for `NCC#Cc1ccccc1`?
BAP1 block: 94

Results for C=CCN1C(=O)/C(=C\c2ccc(C)o2)C(=O)NC1=S ?
HePTP inh: 29

How did CC(C)(C)c1ccc(O)c(CN2CCN(c3ccccc3)CC2)c1 do in these assays?
HePTP inh: 6; BAP1 block: 105

Results for O=c1c2ccccc2nc(/C=C/c2ccc(Cl)cc2)n1-c1cccc(O)c1 ?
HePTP inh: -2

How did O=c1[nH]c(=O)n(CCC2=CCCCC2)c(O)c1C=NCCN1CCNCC1 do in these assays?
HePTP inh: 2; BAP1 block: 55

Results for CCCCn1c(O)c(C(C)=NC(Cc2c[nH]c3ccccc23)C(=O)OC)c(=O)[nH]c1=O (stereo unspecified) ?
HePTP inh: -4; BAP1 block: 91

What do the screens show for `Cn1ccnc1P(=S)(c1nccn1C)c1nccn1C`?
HePTP inh: 5; BAP1 block: 104

What do the screens show for `CCCCOc1ccc(CN2CCN(CCO)CC2)cc1`?
HePTP inh: 2; BAP1 block: 98

What do the screens show for `CC(=NCC1CCCO1)c1c(O)n(C)c(=O)n(C)c1=O` (stereo unspecified)?
HePTP inh: 1; BAP1 block: 95

Results for CC12CN3CC(C)(CN(C1)C31CCSCC1)C2=O ?
HePTP inh: 4; BAP1 block: 93

Results for CCCC(C)C1(CC)C(=O)NC(=Nc2ccccc2OC)NC1=O (stereo unspecified) ?
HePTP inh: 6; BAP1 block: 105

Results for O=C(C1CCC(=O)N1Cc1ccc(F)cc1)N1CCC2(CC1)OCCO2 (stereo unspecified) ?
HePTP inh: 8; BAP1 block: 103

Results for COC(=O)CSC1=NP(=S)(SCC(=O)OC)N2CCCC2=C1C#N (stereo unspecified) ?
HePTP inh: 5; BAP1 block: 100

How did OC12CCCCC1C(c1ccc(Br)cc1)NCC2 (stereo unspecified) do in these assays?
HePTP inh: -14

What do the screens show for `Cn1c(=O)cc(OCC(=O)N2CCN(C3CCCCC3)CC2)c2ccccc21`?
HePTP inh: 11; BAP1 block: 99

How did COc1ccc(CCn2c(O)c(C=NC3CC3)c(=O)[nH]c2=O)cc1OC do in these assays?
HePTP inh: -1; BAP1 block: 94

How did O=[N+]([O-])c1ccc(N2CCN(Cc3ccccc3)CC2)c(Cl)c1 do in these assays?
HePTP inh: 8

What do the screens show for `CCOc1ccc(-n2c(O)c(C=NCCN(CC)CC)c(=O)[nH]c2=O)cc1`?
HePTP inh: -7; BAP1 block: 110

Results for OC12Oc3ccccc3C=C1N1CCC2CC1 (stereo unspecified) ?
HePTP inh: 2&2; BAP1 block: 103

How did CN1CCN(C(=O)OC2c3nccnc3C(=O)N2c2ccc(Cl)cn2)CC1 (stereo unspecified) do in these assays?
HePTP inh: 10; BAP1 block: 100&94&98

What do the screens show for `COc1cc(/C=C/c2nc3ccccc3c(=O)n2-c2ccccc2)ccc1O`?
HePTP inh: 10

Results for CN1C(=O)C(Cc2c[nH]c3ccccc23)C(=O)N(C)C1=O ?
HePTP inh: 13; BAP1 block: 61

Results for CC1Cc2cc3c(cc2C(c2ccc(N)cc2)=NN1)OCO3 (stereo unspecified) ?
BAP1 block: 80

How did Cc1cc(-c2ccc(C=C3C(=O)NC(=S)NC3=O)o2)c(C)c([N+](=O)[O-])c1 do in these assays?
HePTP inh: 14

Results for CCN1C(=O)/C(=C/c2ccoc2)C(=O)NC1=S ?
HePTP inh: 102*

How did CC1CN(O)C2CCc3nonc3C12O (stereo unspecified) do in these assays?
HePTP inh: -5; BAP1 block: 104

Results for CC(C)c1ccc(OCC(=O)N2CCN(C)CC2)c(Br)c1 ?
HePTP inh: 8; BAP1 block: 72

What do the screens show for `COc1ccc(OCC(=O)N2CCN(Cc3c[nH]c4ccccc34)CC2)cc1`?
HePTP inh: 9; BAP1 block: 94

What do the screens show for `CC(=O)OC1C2CCCC1C(N1CCCC1)CC2` (stereo unspecified)?
HePTP inh: 4; BAP1 block: 101

What do the screens show for `COc1ccc(OC)c(CN2CCN(C(=O)COc3ccccc3)CC2)c1`?
HePTP inh: 8

Results for CC1CCCC(C2(O)C(=O)Nc3ccccc32)C1=O (stereo unspecified) ?
HePTP inh: 7; BAP1 block: 87

How did COc1cc(/C=C(\C)[N+](=O)[O-])cc(OC)c1OC do in these assays?
HePTP inh: 8

What do the screens show for `Cc1cccc(CN2CCN(Cc3ccc(F)cc3)CC2)c1`?
HePTP inh: 4

How did O=C(COc1ccccc1)N1CCN(Cc2c[nH]c3ccccc23)CC1 do in these assays?
HePTP inh: 3; BAP1 block: 91

What do the screens show for `Cc1ccccc1C=C1C(=O)NC(=S)NC1=O`?
HePTP inh: 5

How did O=C1NC(=O)N(c2ccccc2)C(=O)/C1=C/C=C/c1ccccc1[N+](=O)[O-] do in these assays?
HePTP inh: -8

Results for O=C(CN1CCOCC1)Nc1ccc(Cl)cc1C(=O)c1ccccc1 ?
HePTP inh: 3
